Compound activity (PubChem)
RAD52 inh = RAD52 DNA annealing inhibitors, primary screen, biochemical, FRET, single point, set 2 | AID 651710, 2012 | DNA repair protein RAD52 homolog (Homo sapiens), P43351 | 0.46% of 360,000 active | inhibition, % at 18.7 µM | recombinant RAD52 DNA annealing, FRET fluorescence;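 active = every replicate showing at least 50% inhibition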
esBAF inh = Bmi1 luciferase reporter increase in mESCs, primary screen, esBAF inhibitor project, mouse ES cells, Bmi1 luciferase knock-in, single point; 24 h; 100% = twice the neutral-well signal; 2% of 350,000 active; reporter increase, % at 12.5 µM; AID 602393, 2012; in the data active = activation above about 40%;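 also: 0% = median of the plate's neutral control wells and 100% = double that signal; a rise in the Bmi1 reporter signal indicates esBAF inhibition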
ERAP1 inh = human ERAP1 aminopeptidase inhibitors, primary screen, biochemical, single point, plate reader; Endoplasmic reticulum aminopeptidase 1 (Homo sapiens), Q9NZ08; recombinant ERAP1, Leu-AMC fluorescence, 60 min; inhibition, % at 10.7 µM; 0.15% of 340,000 active; AID 652197, 2013;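 active = mean replicate inhibition of at least 30%, or all replicates individually reaching that 30% level; inactive = mean below 30% and not every replicate reaching it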;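 also: 0% = neutral control wells and 100% = L-leucinethiol positive control wells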
Target sequence (Q9NZ08 whole entry, looked up): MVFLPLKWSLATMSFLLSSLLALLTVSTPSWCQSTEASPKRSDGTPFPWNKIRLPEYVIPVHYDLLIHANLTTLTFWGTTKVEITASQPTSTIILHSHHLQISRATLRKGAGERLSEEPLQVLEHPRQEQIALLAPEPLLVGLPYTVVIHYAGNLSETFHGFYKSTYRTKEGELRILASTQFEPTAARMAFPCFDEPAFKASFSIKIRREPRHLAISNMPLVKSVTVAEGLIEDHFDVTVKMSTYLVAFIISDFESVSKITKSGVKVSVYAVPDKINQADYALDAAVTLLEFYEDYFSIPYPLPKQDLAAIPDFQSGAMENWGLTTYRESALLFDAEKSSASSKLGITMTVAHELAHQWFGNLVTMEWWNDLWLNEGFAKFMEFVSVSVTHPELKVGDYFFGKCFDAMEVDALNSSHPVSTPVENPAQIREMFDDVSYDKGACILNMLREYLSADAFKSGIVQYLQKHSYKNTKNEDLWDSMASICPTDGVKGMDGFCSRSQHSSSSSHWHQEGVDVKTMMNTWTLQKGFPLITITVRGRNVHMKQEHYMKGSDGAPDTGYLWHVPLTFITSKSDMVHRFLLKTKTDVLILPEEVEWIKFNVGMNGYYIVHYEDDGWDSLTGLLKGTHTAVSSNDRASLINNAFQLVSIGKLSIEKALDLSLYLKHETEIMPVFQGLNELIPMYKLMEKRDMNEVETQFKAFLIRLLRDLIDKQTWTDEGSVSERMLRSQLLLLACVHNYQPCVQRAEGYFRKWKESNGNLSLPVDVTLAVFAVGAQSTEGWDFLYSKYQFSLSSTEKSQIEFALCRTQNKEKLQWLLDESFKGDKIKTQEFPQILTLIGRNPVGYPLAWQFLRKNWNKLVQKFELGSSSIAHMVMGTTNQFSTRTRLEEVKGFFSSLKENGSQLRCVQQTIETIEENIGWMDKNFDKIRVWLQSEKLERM
GSIS activator = GLuc luminescence reporter in INS-1E cells, primary screen for activators of glucose-dependent secretion of insulin. INS-1E GLuc reporter insulin secretion, 2-3 h. activation, % at 16.6 µM. 0.61% of 370,000 active. AID 743287, 2014;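 active = lowest replicate activation of at least 40%, so every replicate reaches that level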;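 also: 0% = median of neutral control wells and 100% = median of IBMX positive control wells; some compounds called inactive have numbers as strong as hits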
Xi reactivation = activators of inactive X chromosome reactivation, primary screen, imaging, XiGFP fibroblasts, GFP high-content imaging, set 2; XiGFP mouse fibroblasts, % GFP-positive cells imaging, 3 d; cells co-treated with 5-aza-dC sensitizer; scaled so ellipticine positive control = 100%; activation, % at 7.58 µM; 0.055% of 360,000 active; AID 743238, 2013;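 active = mean normalized replicate activation at least 10% and every replicate at or above 10%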;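 also: 0% = median of on-plate neutral control wells and 100% = ellipticine 6 µM median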
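System: SV40-immortalized XiGFP fibroblast cells, line 68-5-11 / Incubation: 3-day compound exposure, then 15 min fixation at room temperature / Compound: single concentration per compound, delivered by pin transfer / Buffer or medium: DMEM plus 5-aza-dC sensitizer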
ARNT-TACC3 inh = disruptors of ARNT/TACC3 protein interaction, primary screen, biochemical, AlphaScreen, single concentration | AID 623870, 2012 | AlphaScreen His-ARNT PAS-B/GST-TACC3 binding, luminescence; TACC3 fragment carries E629A point mutation | inhibition, % at 9.99 µM | 0.66% of 390,000 active;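 active = mean inhibition of replicates at least 50% and at least half of replicates each reaching 50%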;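 also: 0% = complete ARNT plus TACC3 wells and 100% = ARNT alone without TACC3; many hits fall short of the cut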
RAD54 branch = inhibitors of human RAD54 branch migration, primary screen, biochemical, fluorescence, single point. inhibition, % at 10.4 µM. AID 602329, 2012. 0.14% of 360,000 active. DNA repair and recombination protein RAD54-like (Homo sapiens), Q92698. RAD54 Holliday junction branch migration, FAM/BHQ fluorescence;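 active = mean normalized replicate activity at least 40 and at least half of replicates scoring 40 or more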;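 also: 0% = median of neutral control wells and 100% = median of positive control wells; inhibitors cause a drop in the FAM fluorescence signal; in these data hits start at about 50%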
CFTR F508del cor = F508del CFTR correction, initial screen, CFBE line, single point. AID 720511, 2013. activity (quench increase), % at 7.58 µM. 0.36% of 350,000 active. CFBE cells, YFP halide quenching; stimulated with forskolin plus potentiator P3; % fluorescence drop versus neutral controls;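 active = mean added fluorescence quench of at least 8% versus neutral control, with both replicates also reaching 8%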;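 also: cells transiently co-express mutant CFTR-F508del with the halide-sensitive YFP; corrector assay measuring rescue of mutant channel to the surface after 24 h compound exposure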
The depositor's hits bear a star; . = not tested or not shown; & = joins results of further samples.

SMILES	RAD52 inh	esBAF inh	ERAP1 inh	GSIS activator	Xi reactivation	ARNT-TACC3 inh	RAD54 branch	CFTR F508del cor
CO[C@@H](CN(C)C(=O)c1cnccn1)[C@H](C)CN([C@H](C)CO)S(=O)(=O)c1ccc(F)cc1	-6	5	0	-12	0.1	-1	-16	0.9
CN1C(=O)c2cc(NS(=O)(=O)c3ccccc3Cl)ccc2OC[C@H]2O[C@@H](CC(=O)O)CC[C@@H]21	-2	0	-1	7	-0.1	-6	10	-2.6
O=C(NCCCO)C(=O)NCc1ccccn1	-13	-9	-9	-5	0.0	-14	-2	1.0
O=C(NCCc1ccc(C(F)(F)F)cc1)C1COc2ccccc2O1 (stereo not given)	-5	-2	-6	-36	-0.1	-1	10	-5.0
O=C(NCc1nnc(SCC(=O)N2CCCC2)o1)c1cccc(C(F)(F)F)c1	5	-4	3	7	0.4	-7	-6	3.2
Nc1nnc(CC(=O)N/N=C\c2cc([N+](=O)[O-])ccc2O)s1	-23	.	9	0	0.0	65*	.	0.2
O=C(CSc1nc2ncccc2[nH]1)c1ccc2c(c1)OCO2	-11	12	.	3	0.8	.	3	1.9
Cc1cc(Cl)ccc1NC(=S)N1CCC(C(N)=O)(N2CCCCC2)CC1	-12	.	-1	10	0.0	-14	.	-2.7
O=C1NC[C@@H](CCCCN2C[C@H](Cc3ccc(O)cc3)N(CCc3ccccc3)C(=O)C2=O)N(Cc2ccccc2)C1=O	5	.	-3	-19	-0.1	.	.	-2.6
CC1=C(C(=O)N2CCCCCC2)CC(CC(=O)NC(c2ccccc2)c2ccccc2)C(=O)N1Cc1ccccc1 (stereo not given)	-15	3	0	-22	0.2	.	-9	-2.9
O=C(Nc1cccc(S(=O)(=O)Nc2ccc(Cl)cc2)c1)c1ccc2c(c1)OCCO2	-17	.	8	-15	-0.1	2	.	1.9
C[C@@H]1CN([C@H](C)CO)S(=O)(=O)c2ccc(-c3ccccc3)cc2O[C@@H]1CN(C)Cc1cccc(F)c1	15	-7	-2	-13	-1.2	-5	-14	-1.4
COc1cccc(CN(C)C(=O)c2ccc3c(=O)n4c(nc3c2)CCC4)c1OC	-3	.	-2	2	0.1	0	-10	-3.3
COc1ccccc1CN(CC(=O)NCc1ccco1)C(=O)CNS(=O)(=O)c1ccc(C)cc1	.	-5	.	-2	.	21	-1	.
O=C(c1ccccc1)N1N=C(C(F)(F)F)CC1(O)c1ccc(F)cc1 (stereo not given)	13	1	0	.	0.2	0	-12	-6.9
CCc1cc(=O)oc2cc(C)cc(OCC(=O)NCc3ccccn3)c12	-15	3	19	25	0.1	13	4	0.2
C[C@@H]1CCCCO[C@H](CN(C)Cc2ccncc2)[C@@H](C)CN([C@@H](C)CO)C(=O)c2cc(NC(=O)CCC(F)(F)F)ccc2O1	0	-2	5	2	0.0	0	-10	-2.6
Cc1noc(/C=C/c2ccco2)c1S(=O)(=O)N1CCC(C(=O)Nc2ccc(Cl)cn2)CC1	.	.	.	-26	0.0	6	3	.
O=C(O)c1cccc(NN=C2c3ccccc3-c3ccccc32)c1	-9	.	3	9	1.1	3	.	-1.9
Cc1ccccc1CC1(CO)CCCN(C(=O)Cc2c(F)ccc(F)c2F)C1 (stereo not given)	6	6	3	.	0.0	-3	-3	1.5
COc1cccc(NC(=O)c2ccccc2)c1	-13	35	0	0	0.1	6	2	-0.4
O=C(C1=CC=CN2CCS(=O)(=O)N=C12)N1CCN(c2cccc(Cl)c2)CC1	0	2	-3	20	0.0	-4	0	2.2
CCc1cc(-c2cnnn2Cc2ccc3ccccc3c2)ccc1-c1cn(CC(C)C)nn1	-22	21	2	0	-0.2	.	-1	3.4
NC(=O)Nn1c(CCC(=O)O)ccc1-c1ccc(Br)cc1	-16	-7	0	-3	.	-3	-1	.
Cc1cccc(NC(=O)CSc2nc3nc4c(cc3c(=O)n2-c2ccccc2)CCCC4)c1	.	.	.	-24	0.0	-6	3	.
CCCNC(=O)c1cc(C2CCCCN2C(=O)OCCF)on1 (stereo not given)	14	-3	-8	-7	0.2	.	-9	1.1
CCOC(=O)c1ccc(S(=O)(=O)N2CCN(c3ccccn3)CC2)cc1	6	-2	3	4	0.2	-18	-5	-1.5
O=C(NC1CCCCCC1)C1CCN(S(=O)(=O)c2cccc3cccnc23)CC1	-14	6	.	6	-0.1	-7	-8	-1.6
COc1ccc(S(=O)(=O)N(C)C[C@H]2OCCCC[C@@H](C)Oc3ccc(NC(=O)NC(C)C)cc3C(=O)N([C@@H](C)CO)C[C@@H]2C)cc1	17	-4	1	9	-1.2	1	-9	-0.3
COc1ccc(C(=O)N2CCC2(C)C(=O)NC(C)C)c(OC)c1 (stereo not given)	-6	-6	1	24	0.0	.	-6	3.0
CC(C)c1c(C(=O)N/N=C/c2ccc(C(F)(F)F)cc2)nnn1-c1nonc1N	9	3	1	-57	0.0	10	-2	1.3
O=[N+]([O-])c1cc(/C=N/N2CCCCC2)ccc1Cl	-13	.	-2	-34	0.0	14	.	1.3
O=C(CC1SC(N2CCCC2)=NC1=O)Nc1ccc(C(=O)NCCOc2ccccc2F)cc1 (stereo not given)	-14	.	2	-2	0.6	.	.	-0.8
C[C@H](CO)N1C[C@H](C)[C@H](CN(C)C(=O)CN(C)C)Oc2ncc(C#Cc3ccccc3)cc2C1=O	31	1	0	16	-0.6	5	11	-1.2
CC=Cc1ccc2n(c1=O)C[C@@H]1[C@@H](CO)[C@H](C(=O)NC3CCCC3)N(CC3CCCCC3)[C@H]21 (mixture of isomers)	-7	-5	0	-8	0.1	1	-3	1.0
Cc1ccc(CNC(=O)CN2C(=O)NC(C)(c3cccc(Br)c3)C2=O)cc1 (stereo not given)	-21	-4	-1	-6	0.0	-1	-9	1.5
O=C(COC(=O)/C=C/c1ccc(Br)o1)NC1CCCCC1	-23	-3	5	14	0.2	-2	-4	1.6
CC(C)CC#Cc1cnc2c(c1)C(=O)N([C@@H](C)CO)C[C@@H](C)[C@H](CN(C)Cc1ccccc1F)O2	12	-4	-1	-34	-0.8	4	1	-1.7
O=C(O)c1nccnc1C(=O)Nc1ccc(Cl)cn1	-11	-5	0	-8	0.0	-5	1	0.5
CSc1nc2ccc(S(=O)(=O)N3CCCCC3)cc2s1	.	-3	.	-2	.	-8	4	.
Cc1ccc(NC(=S)Nc2cc(C)on2)cc1	-17	14	2	1	0.8	.	-9	-0.8
COc1ccccc1C(=O)NCC(=O)NCC1(N2CCCCC2)CCCCC1	-8	-4	1	4	0.0	-10	-1	3.2
C[C@H](CO)N1C[C@H](C)[C@@H](CN(C)C(=O)Nc2ccc3c(c2)OCO3)Oc2ccc(NS(=O)(=O)c3cn(C)cn3)cc2C1=O	14&-23	3&17	0&-7	13	0.1&0.1	3&-3	-6&7	-0.9&-3.5
COc1ccc(-c2cc(C(F)(F)F)n3nc(N)nc3n2)cc1	-7	8	-43	32	.	-4	.	2.9
Cc1noc(C)c1NC(=O)N(C)C[C@@H]1Oc2c(NC(=O)c3nc4ccccc4s3)cccc2C(=O)N([C@@H](C)CO)C[C@@H]1C	3	-1	-2	-10	-0.1	4	-1	1.7
CCCc1cnc(N2CCN(C(=S)NC)CC2)nc1	0	37	3	20	0.0	-17	.	-1.2
Cn1c(NNC(=O)/C=C/c2ccc3c(c2)OCO3)cc(=O)n(C)c1=O	-8	-2	-2	21	0.0	10	9	4.9
C[C@@H]1CCCCO[C@@H](CN(C)Cc2ccc3c(c2)OCO3)[C@@H](C)CN([C@@H](C)CO)C(=O)c2cc(NC(=O)Nc3cccc4ccccc34)ccc2O1	.	5	.	-39	0.0	4	2	-2.2
COc1ccc2cc(C(=O)CS(=O)(=O)c3ccc(Cl)cc3)c(=O)oc2c1	-24	.	1	3	-0.1	.	.	0.4
C[C@@H]1CN([C@@H](C)CO)C(=O)Cc2cc(NC(=O)Cn3cnnn3)ccc2O[C@H]1CN(C)Cc1ccc(C(F)(F)F)cc1	19	-1	0	-6	0.2	3	-17	1.7

Structures listed so far marked active in ARNT-TACC3 inh.
smiles	RAD52 inh	esBAF inh	ERAP1 inh	GSIS activator	ARNT-TACC3 inh	CFTR F508del cor
Nc1nnc(CC(=O)N/N=C\c2cc([N+](=O)[O-])ccc2O)s1	-23	.	9	0	65*	0.2

Additional compounds.
SMILES	RAD52 inh	esBAF inh	ERAP1 inh	GSIS activator	Xi reactivation	ARNT-TACC3 inh	RAD54 branch	CFTR F508del cor
Cc1noc(C)c1NC(=O)Nc1ccc2c(c1)C(=O)N([C@H](C)CO)C[C@@H](C)[C@H](CN(C)C(=O)Nc1ccc(F)cc1)O2	3	-2	1	7	0.0	-13	-6	1.0
O=C(CO/N=C/c1ccc(OC(F)F)cc1)NC1CCCCCC1	-5	.	.	-37	0.6	1	.	-1.2
CC1CCCCN1C(=O)c1cc(Cl)ccc1[N+](=O)[O-] (stereo not given)	.	-1	.	25	-0.1	-3	7	.
CCC(CC)C(=O)N(c1ccc(F)cc1)C1C=CS(=O)(=O)C1 (stereo not given)	-13	5	-2	24	.	-14	-4	-1.3
O=C(COC(=O)CSc1ccc(Br)cc1)NCc1ccco1	-8	0	-3	-9	0.0	-10	1	1.4
O=C(O)CCn1ccc2cc(S(=O)(=O)N3CCCCCC3)ccc21	-14	-2	-4	34	0.1	14	0	0.2
COc1ccc2ccccc2c1CNCCCN1CCOCC1	7	.	1	7	1.0	-7	.	1.3
CC1=C(C(=O)N2CCOCC2)CC(CC(=O)NCc2ccco2)C(=O)N1Cc1ccc(F)cc1 (stereo not given)	-19	-1	.	7	-0.1	.	-2	-1.9
CCOC(=O)/C=C/[C@H]1CCc2cccc(C)c2O1	-13	8	0	0	0.0	-14	3	0.0
COc1ccc(C(=O)N[C@H](C(=O)Nc2cccc(S(=O)(=O)N3CCOCC3)c2)C(C)C)cc1	-4	1	-1	-8	0.0	.	0	6.9

Some of these compounds in order of the RAD52 inh value, ascending.
compound	RAD52 inh	esBAF inh	ERAP1 inh	GSIS activator	ARNT-TACC3 inh	CFTR F508del cor
O=C(O)CCn1ccc2cc(S(=O)(=O)N3CCCCCC3)ccc21	-14	-2	-4	34	14	0.2
CCOC(=O)/C=C/[C@H]1CCc2cccc(C)c2O1	-13	8	0	0	-14	0.0
Cc1noc(C)c1NC(=O)Nc1ccc2c(c1)C(=O)N([C@H](C)CO)C[C@@H](C)[C@H](CN(C)C(=O)Nc1ccc(F)cc1)O2	3	-2	1	7	-13	1.0

Other compounds follow.
SMILES	RAD52 inh	esBAF inh	ERAP1 inh	GSIS activator	Xi reactivation	ARNT-TACC3 inh	RAD54 branch	CFTR F508del cor
COc1cc(C2C(C#N)=C(N)OC3=C2C(=O)CCC3)cc2c1OCO2 (stereo not given)	-12	0	5	12	0.4	-2	-3	-1.4
C[C@@H]1CCCCO[C@@H](CN(C)C(=O)Nc2ccc3c(c2)OCO3)[C@H](C)CN([C@@H](C)CO)C(=O)c2cc(NS(=O)(=O)c3ccccc3)ccc2O1	-4	-7	-1	-9	0.3	6	-6	-1.1
Fc1ccc(-c2nc3ccc(Br)cn3c2Cc2cccc(F)c2)cc1	-48	39	0	-6	0.0	.	7	2.6
CN1CCN(c2ccc(NC(=O)c3ccc(-c4ccc(Cl)cc4)o3)cc2)CC1	0	-56	0	-28	-0.1	-6	19	-0.4
N#C[C@@H]1[C@H](c2ccc(-c3ccccc3F)cc2)[C@H](CO)N1C(=O)c1ccccn1	-56	3	0	-1	0.1	-9	0	1.1
